Assay outcomes from PubChem.
Pf gamet viab – late stage P. falciparum gametocyte viability inhibitors, primary screen, ATP luminescence, HTS | P. falciparum stage V gametocytes, 24 h | inhibition, % at 10.9 µM | hit rate 0.065% among 150,000 | AID 743093, 2013;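 active = inhibition above the mean plus 3 SD of compounds within the control limits, set per campaign, cut at about 38% in these data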;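 also: 0% = DMSO wells and 100% = medium only without gametocytes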
* marks the source's active call; other numbers are inactive results.

| mol | Pf gamet viab |
| --- | --- |
| O=C(Nc1cccc2ncccc12)c1cc(Br)ccc1Cl | -10 |
| O=C1CCC/C=C\C[C@@H](CC(=O)N(CCO)Cc2ccccc2)C(=O)NCCO1 | -5 |
| COc1ccc(CNCc2cccc(C)c2)cc1 | 6 |
| CC(=O)Nc1ccc2[nH]ccc2c1 | 20 |
| COc1ccccc1NC(=O)c1ccc([N+](=O)[O-])o1 | -11 |
| O=C1CCN(CCc2ccccc2)CCN1CCSc1ccccc1 | -3 |
| COc1cccc(C(C)NC(=O)Cc2cccs2)c1 (configuration not stated) | 11 |
| O=C(Nc1cccnc1)c1ccc(Cl)c(Cl)c1 | -11 |
| CCN(CC)C(=O)OCc1c(-c2cccc(OC)c2)ncc2ccccc12 | 30 |
| Cc1ccc(NC(=O)CCN2C(=O)c3cccc([N+](=O)[O-])c3C2=O)c(Br)c1 | 1 |
| O=c1[nH]c(/C=C/c2ccc(Cl)cc2Cl)c([N+](=O)[O-])c(=O)[nH]1 | 0 |
| O=C(O)c1ccc(S(=O)(=O)NCC2CCCO2)cc1 (configuration not stated) | 24 |
| CCC(COC)NC(=O)CCc1nnc(Cc2c[nH]c3ccccc23)o1 (configuration not stated) | 1 |
| CN(c1ccccc1)c1nccc(=O)[nH]1 | -19 |
| CCOC(=O)/C=C1\CN(Cc2ccc(OC)cc2)S(=O)(=O)c2ccccc21 | 5 |
| Cc1ccc(SCCN2CCC(NC(=O)OCc3ccccc3)CCC2=O)cc1 (configuration not stated) | 6 |
| C[C@H]1NC(=O)[C@@]2(C)[C@H](c3ccccc3)[C@H]3COc4ccccc4[C@@H]3N2C1=O | -5 |
| CCN1C(=O)/C(=C2/Sc3ccccc3N2CC)SC1=S | -6 |
| O=C1CCC[C@@H]2Cc3nc4ccccc4cc3[C@@H]3CCN1[C@H]23 | 8 |
| COC(=O)c1ccc(OCC(O)CNC2CCCC2)cc1 (configuration not stated) | 20 |
| COC1Cc2ccccc2N(C(N)=O)c2ccccc21 (configuration not stated) | -9 |
| C[C@@]12C(=O)Nc3ccc(Cl)cc3C(=O)N1[C@H]1c3cc(Cl)ccc3OC[C@@H]1[C@@H]2c1ccccc1 | -16 |
| COc1ccc(NC(=O)Nc2cccc3c2O[C@@H](CN(C)CC2CCCCC2)[C@@H](C)CN([C@H](C)CO)C3=O)cc1 | -16 |
| CC(=O)c1ccc(OC(=O)COc2ccccc2)cc1 | -29 |
| O=C(Nc1ccc2ccccc2c1)c1ccc(Cl)cc1 | 9 |
| COc1ccc(CC(C)Nc2cccc(SC)c2)cc1 (configuration not stated) | -7 |
| COc1cc(CNCc2cc(OC)c(OC)c(OC)c2)cc(OC)c1 | 14 |
| NS(=O)(=O)c1c(Sc2ccccc2C(=O)O)ccc2ccccc12 | 10 |
| NC(=O)c1ccc(N=Cc2c(O)ccc3ccccc23)cc1 | 13 |
| OCCOCCn1c(C(CO)Nc2nc(-c3ccc(F)cc3)cs2)nc2ccccc21 (configuration not stated) | -16 |

In a second layout: results already given
> COc1ccc(NC(=O)Nc2cccc3c2O[C@@H](CN(C)CC2CCCCC2)[C@@H](C)CN([C@H](C)CO)C3=O)cc1
- Pf gamet viab: -16
> C[C@H]1NC(=O)[C@@]2(C)[C@H](c3ccccc3)[C@H]3COc4ccccc4[C@@H]3N2C1=O
- Pf gamet viab: -5
> COc1ccccc1NC(=O)c1ccc([N+](=O)[O-])o1
- Pf gamet viab: -11

Two entries from above, with each value named:
> Cc1ccc(SCCN2CCC(NC(=O)OCc3ccccc3)CCC2=O)cc1 (configuration not stated)
  Pf gamet viab = 6
> C[C@H]1NC(=O)[C@@]2(C)[C@H](c3ccccc3)[C@H]3COc4ccccc4[C@@H]3N2C1=O
  Pf gamet viab = -5

Continued.
| mol | Pf gamet viab |
| --- | --- |
| CC(=O)N1CCN(c2ccc(NCc3ccco3)cc2)CC1 | -19 |
| CCCOc1cc(NCc2ccccc2)c2ncn(C(C)C)c2c1 | 12 |
| COc1ccc(CCNCC(=O)Nc2ccc(C)c(Br)c2)cc1OC | -19 |
| Cc1ccc(C2=CSC3=NCCN23)cc1 | -6 |
| O=C1C[C@@H](c2ccccc2)Oc2cc(O)cc(O)c21 | 15 |
| Cc1ccc(/C=N/n2c(-c3ccccc3)n[nH]c2=S)cc1 | 2 |
| CC(CN1CCCC1)OC(=O)c1ccc(F)cc1 (configuration not stated) | 2 |
| CCC1(CC)C(=O)C2=C3C1[C@H](C(=O)OC)C=C(C(=O)OC)C[C@H]3n1c(=O)n(-c3ccccc3)c(=O)n1[C@H]2C (some centres not stated) | -31 |
| O=C1OC[C@@H]2CCCN2C(=O)[C@@H](CC(=O)N(CCO)Cc2ccccc2)C/C=C\C[C@H]1Cc1ccc(F)cc1 | -26 |
| CC(=O)C[C@H]1c2cc(F)ccc2S(=O)(=O)N1c1ccc(N(C)C)cc1 | 8 |
| COc1ccc(CN2CCN(Cc3cc4ccccc4o3)CC2CCO)cc1C (configuration not stated) | 17 |
| O=C1C=C(c2ccc(O)cc2)C[C@@H](c2ccc(Cl)cc2)C1 | -23 |
| CCCOc1ccc(/C=C/C(=O)NC2CCCCC2)cc1 | 2 |
| COc1cc(N)c(C(O)c2nccc3cc(OC)c(OC)cc23)cc1OC (configuration not stated) | 4 |
| Cc1[nH]c(=O)c(C#N)c(C)c1CSc1ncccn1 | -2 |
| Brc1ccc(CN2CCN(c3ccccc3)CC2)o1 | 10 |
| CCOc1ccccc1N1CCN(CC(=O)NC(C)c2ccccc2)CC1 (configuration not stated) | 22 |
| C=CCOC(=O)C1=C[C@@H](c2ccc(C(F)(F)F)cc2)C[C@@H](OCc2ccc(CO)cc2)O1 | 2 |
| O=C(OCCN1CCOCC1)c1cccc(F)c1 | 8 |
| Cc1ccc(S(=O)(=O)N2[C@@H](c3ccc(Cl)cc3)C(C(=O)O)=CC[C@H]2c2cccc(C)c2)cc1 | 5 |
| COc1ccc(NC(=O)CN2CCN(S(=O)(=O)N(C)C)CC2)cc1 | -7 |
| CC1CCCC(N2CCN(C(=O)c3ccccc3F)CC2)C1 (configuration not stated) | 13 |
| COc1cccc(CN2CCCC(N3CCc4ccccc4C3)C2)c1O (configuration not stated) | 9 |
| Cc1nc(N/N=C\c2ccc3c(c2)OCO3)sc1C | -10 |
| S=c1[nH]nc(-c2ccccc2)n1/N=C/c1cccc(Cl)c1 | 12 |
| c1ccc(C[C@H]2CNCCN2CCc2cccc3ccccc23)cc1 | -27 |
| N#Cc1c(-c2ccccc2)nc(SCc2ccc([N+](=O)[O-])cc2)[nH]c1=O | -10 |
| Cc1cc(C(=O)Nc2ccccc2C(=O)O)oc1C | 6 |
| O=C(Nc1ccc(Nc2ccccc2)cc1)c1ccc(Cl)cc1Cl | 12 |
| COc1ccc([C@H]2CC(=O)C=C(c3ccc(Cl)c(Cl)c3)C2)cc1 | -64 |

3 of the compounds above, field by field.
> O=C1CCC/C=C\C[C@@H](CC(=O)N(CCO)Cc2ccccc2)C(=O)NCCO1
  Pf gamet viab: -5

> O=C(Nc1cccnc1)c1ccc(Cl)c(Cl)c1
  Pf gamet viab: -11

> C[C@H]1NC(=O)[C@@]2(C)[C@H](c3ccccc3)[C@H]3COc4ccccc4[C@@H]3N2C1=O
  Pf gamet viab: -5

(further entries)
| mol | Pf gamet viab |
| --- | --- |
| OCCCn1c(CCCNc2nc(-c3cccc(Br)c3)cs2)nc2cc(Cl)c(N3CCCCC3)cc21 | 4 |
| CC(=O)Oc1ccc(C(=O)Nc2cccc3c2CCCC3)cc1 | 12 |
| COc1cccc(NC(=O)CCN2CCOCC2)c1 | -2 |
| O=C(NCCNC(=O)c1ccccc1Br)c1ccccc1Br | -2 |
| COc1ccc(OCC(O)CN(C)C(=O)C(C)Oc2ccccc2)cc1 (configuration not stated) | -38 |
| CN1CCOCCOc2ccccc2OCCOCC1 | 2 |
| Cc1nc(N2CCN(S(=O)(=O)c3ccc(F)cc3)CC2)c2c(C)c(C)sc2n1 | 6 |
| COc1cccc(C(C)NC(=O)C2CCCC2)c1 (configuration not stated) | 14 |
| O=[N+]([O-])c1ccc(CN2CCN(c3ccccc3Cl)CC2)o1 | 23 |
| COc1cc(S(=O)(=O)N2CCN(c3ccccn3)CC2)ccc1Br | -2 |
| CCCN1CCN(CC(=O)Nc2nnc(C)s2)CC1 | -4 |
| C[C@@]12C(=O)N(CC3CC3)CC(=O)N1[C@H](C1CC1)[C@@H]1C(=O)N(c3ccccc3)C(=O)[C@@H]12 | 2 |
| Cn1c(NC(=O)c2ccc(F)cc2)nc2ccccc21 | -4 |
| CCOc1ccc(N2C(=O)CC(N3CCN(c4ccc(Cl)cc4)CC3)C2=O)cc1 (configuration not stated) | -4 |
| COc1cccc(N2CCN(C(=S)Nc3ccccc3)CC2)c1 | -3 |
| C#CCOCCOCCOCCNc1nc(N2CCN(C(=O)[C@H](CC(N)=O)n3cc(C(N)[C@@H](C)CC)nn3)CC2)nc(N2CCN(C(=O)[C@H](CCC(=O)O)n3cc([C@@H](N)CCCCN)nn3)CC2)n1 (some centres not stated) | -11 |
| O=C1C=C(c2ccc(-c3ccccc3)c(F)c2)C[C@@H](c2ccc3c(c2)OCO3)C1 | -40 |
| Cc1ccc(C23CC4CC(CC(C(N)=O)(C4)C2)C3)cc1 | 3 |
| Cc1cccc2c(=O)c(C(=O)NCc3ccc(F)cc3)c[nH]c12 | 8 |
| COc1ccc(NC(=O)Cn2nc(C)c3ccccc3c2=O)cc1 | -5 |
| Cc1ccc2nc(SCC(=O)NCc3ccc(S(N)(=O)=O)cc3)[nH]c2c1 | -19 |
| COCCNC(=O)CCC1CCN(C/C=C/c2ccccc2OC)CC1 | 2 |
| CCOC(=O)N1CCN(C(=O)C(C)NC(=O)c2ccco2)CC1 (configuration not stated) | 1 |
| CCOC(=O)C1=C(N)Oc2cc(O)ccc2C1c1cccc(Cl)c1 (configuration not stated) | -20 |
| COc1ccc(OC)c(NC(=O)c2ccc3c(c2)OCO3)c1 | 7 |
| COc1ccccc1OCC(O)CN1CCN(C(=O)c2ccccc2)CC1 (configuration not stated) | -30 |
| O=C(c1ccccc1NS(=O)(=O)c1ccccc1)N1CCCCCC1 | 11 |
| O=C(c1ccc(Cl)cc1)C1CCN(C(=O)c2ccccc2F)CC1 | 8 |
| COc1cc(C(C)=O)ccc1OCCCN1CCC(Cc2ccccc2)CC1 | -10 |
| CC(C)(C(=O)c1ccccc1)/[N+]([O-])=C/c1ccccc1F | 10 |
| O=C1N[C@@H](Cc2ccccc2)COC(=O)[C@@H](Cc2ccc(F)cc2)CC/C=C/C[C@H]1CC(=O)N(CCO)Cc1ccccc1 | 30 |
| COc1ccccc1C(=O)Nc1nnc(CCc2ccccc2)s1 | 12 |
| O=C(NNS(=O)(=O)c1ccc(F)cc1)c1cc(Cl)ccc1O | -9 |
| CN(c1cccc(NC(=O)c2ccccc2N(Cc2ccccc2)S(C)(=O)=O)c1)S(C)(=O)=O | -20 |
| CCn1c(SCc2ccccc2)nc2ccccc2c1=O | 9 |
| CCn1cnc2cc(NC(=O)c3ccc(C)cc3)ccc21 | 0 |
| CC1(c2nnc(Cc3ccccc3)o2)CC(c2c(Cl)cccc2Cl)=NO1 (configuration not stated) | -12 |
| Cc1noc(C)c1NC(=O)N(C)C[C@H]1Oc2c(NS(=O)(=O)c3cccs3)cccc2C(=O)N([C@H](C)CO)C[C@@H]1C | -8 |
| CC1CN(c2nc3c(c(=O)n(C)c(=O)n3C)n2Cc2c(Cl)cccc2Cl)CC(C)O1 (configuration not stated) | 2 |
| CC(=O)N1c2ccccc2C2CCCC[C@@H]21 (some centres not stated) | 0 |
| O=C(C[C@@H]1C/C=C\C[C@@H](Cc2ccc(F)cc2)C(=O)OC[C@@H]2CCCN2C1=O)N[C@H](CO)Cc1ccccc1 | -4 |
| NCCCn1c(C(=O)c2cc(Cl)c(N)c(Cl)c2)c2ccc([N+](=O)[O-])cc2[n+]1[O-] | 20 |
| Brc1cccc(CN2CCCCCC2)c1 | 13 |
| COc1ccccc1N1N=C(c2ccc([N+](=O)[O-])cc2)CC1c1ccccc1 (configuration not stated) | 22 |
| O=C1[C@H](Cc2ccccc2)NCC=CC[C@H](c2ccc(Cl)cc2)N1Cc1ccc(Cl)cc1 | -2 |
| COC(C[C@@H]1O[C@@H]1C(=O)[C@@H](C)OCc1ccccc1)OC | 14 |
| Cc1cc(=O)[nH]c(Nc2ccc(N(C)C)cc2)n1 | 12 |
| COC(=O)c1ccc(NC(=O)C2CC3CCC2C3)cc1 (configuration not stated) | 8 |
| O=C(Nc1nccs1)OCc1ccccc1 | -6 |
| COc1ccccc1CNS(=O)(=O)c1cccs1 | -5 |
| CC(=O)NCCC(=O)N1CCCC(N(C)CCc2ccccc2)C1 (configuration not stated) | 7 |
| COc1ccc(OCC(=O)Nc2cc(NC(=O)c3ccco3)ccc2OC)cc1 | 4 |
| Cc1ccccc1Cn1c(=O)c2c(nc3n2CCCN3Cc2ccccc2)n(C)c1=O | 20 |
| Cc1ccc(NC(=O)c2cc(-c3ccccc3)n[nH]2)cc1 | -13 |
| COc1ccc(OC)c(NC(=O)c2cc(OC(C)=O)cc(C(=O)Nc3cc(OC)ccc3OC)c2)c1 | -3 |
| COc1ccc(-c2ccncc2)cc1OC | 0 |
| COc1ccc2c(c1OC)C(=O)N(c1nc(SC)n[nH]1)C2=O | 9 |
| COC(=O)C1=C(CCc2ccccc2)NC(=O)NC1c1ccc(Br)cc1 (configuration not stated) | -6 |
| O=C(COc1ccc(Cl)cc1Br)Nc1ccncc1 | -9 |
| CCc1ccccc1OCCCN1CCCC1 | 20 |

The list continues.
| mol | Pf gamet viab |
| --- | --- |
| COC1C(C)=C(C)C(=O)N1Cc1ccccc1 (configuration not stated) | 1 |
| CC(=O)c1cccc(NC(=O)c2ccc(CN3CCc4ccccc4C3)cc2)c1 | 2 |
| CN1C(=O)/C(=C/c2cccc([N+](=O)[O-])c2)C(=O)N1c1ccccc1 | -1 |
| COc1cc(-c2noc(C)c2C(=O)NCc2ccc3c(c2)OCO3)cc(OC)c1OC | -27 |
| O=C(NCc1ccccc1)N1CCC(Cc2ccccc2)CC1 | -7 |
| C=CCOc1ccccc1/C=c1\sc2nc(-c3oc4ccccc4c3C)nn2c1=O | -21 |
| Cc1cc2ncn(S(=O)(=O)c3ccc(F)cc3)c2cc1C | 6 |
| C[C@H](CO)N1C[C@H](C)[C@@H](CN(C)S(=O)(=O)c2cn(C)cn2)Oc2ccc(NS(=O)(=O)c3ccccc3)cc2C1=O | -14 |
| CCc1n[nH]c(=S)n1/N=C/c1ccccn1 | 5 |

These rows are one share of the data. The share of hits here may be higher or lower than overall.
